FN deposit inh: fibronectin deposition inhibition | AH1F fibroblasts, Alexa488-fibronectin deposition fluorescence, overnight | inhibition, % at 12.6 µM | actives 0.086% (n = 350,000) | AID 743247;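 active = mean inhibition across replicates of 30% or more, regardless of how many single replicates reach that level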;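 note: positive control wells lacked labelled fibronectin entirely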
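material = AH1F fibroblast monolayer depositing Alexa488-labelled fibronectin into matrix | amount = 10000 AH1F cells/well | buffer or medium = DMEM plus 2% serum, read in PBS | incubation = 1 h cell adhesion before compound, then overnight fibronectin incubation | detection = fluorescence at 485 nm excitation, 525 nm emission | evaluation = percent inhibition as loss of matrix-bound fibronectin fluorescence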
EWS-Fli block: EWS/Fli transcriptional activity inhibition; actives 0.67% (n = 350,000); A673 NR0B1-luciferase reporter, viability-normalised; inhibition, % at 12.6 µM;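 active = mean inhibition of at least 50% after viability correction, with every replicate also passing that limit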;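 note: firefly luciferase signal divided by Alamar Blue viability fluorescence both relative to DMSO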
miR-122 sensor: miR-122 inhibition in Huh7 cells | Huh7 miR-122 Renilla luciferase sensor, 48 h; neutral wells = 0, positive control = 100 | activation (reporter increase), % at 12.5 µM | actives 0.3% (n = 340,000) | AID 602342;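 active = mean replicate activation score at least 90 and every replicate individually at or above 90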;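 note: higher luciferase means less miR-122 activity so hits act as miR-122 inhibitors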
GSIS activator: primary screen for activators of insulin secretion dependent on glucose, INS-1E cells, GLuc reporter luminescence; INS-1E GLuc reporter insulin secretion, 2-3 h; activation, % at 16.6 µM; actives 0.61% (n = 370,000); AID 743287;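 active = lowest replicate activation of at least 40%, so every replicate reaches that level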;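 note: 0% = median of neutral control wells and 100% = median of IBMX positive control wells; some compounds called inactive have numbers as strong as hits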
PAX8 inh HTS: inhibitors of PAX8 transcriptional activity in RMG-I cells; RMG-I TPO-luciferase reporter, SteadyGlo, 24 h; inhibition, % at 12.6 µM; actives 1.2% (n = 360,000); AID 652154;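 active = mean replicate inhibition at least 60% with every replicate also reaching 60%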;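 note: luciferase light reporting Pax8 driven TPO promoter activity; plate controls were median of neutral control wells for no effect and mitoxantrone controls for full effect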
DENV2 CPE rescue: inhibitors of DENV2 cytopathic effect; actives 1.7% (n = 350,000); DENV2-infected cells, cytopathic effect rescue, plate reader; AID 651640; CPE inhibition, % at 9.99 µM; in the data active = CPE inhibition above about 20%, passing the limit was not always enough; tested in BHK-21 cells;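 note: 0% = median of neutral control wells and 100% = median of positive control wells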
F508del corr: CFTR F508del correction in bronchial cells; CFBE cells, YFP halide quenching; stimulated with forskolin plus potentiator P3; % fluorescence drop versus neutral controls; activity (quench increase), % at 7.58 µM; actives 0.36% (n = 350,000);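 active = mean added fluorescence quench of at least 8% versus neutral control, with both replicates also reaching 8%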;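 note: cells transiently co-express mutant CFTR-F508del with the halide-sensitive YFP; corrector assay measuring rescue of mutant channel to the surface after 24 h compound exposure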
* = called active by the depositor; [ ] = dose if it differs, or a comment.

Results for CCOc1ccc(NC(=O)CSc2nc3c(c(=O)n2-c2ccccc2OC)SCC3)cc1 ?
FN deposit inh: -3; EWS-Fli block: -1; PAX8 inh HTS: -5; DENV2 CPE rescue: 0; F508del corr: -0.2

What do the screens show for `O=C(C[C@@H]1CC[C@H]2[C@@H](COC[C@H](O)CN2C(=O)c2ccncc2)O1)NCc1cc(F)cc(F)c1`?
FN deposit inh: 2; EWS-Fli block: -3; miR-122 sensor: 2[16.7 µM]; GSIS activator: 7; PAX8 inh HTS: -20; DENV2 CPE rescue: -15; F508del corr: -1.2

Results for CC1(C)CC(=O)C=C(c2cccs2)C1 ?
FN deposit inh: -12; EWS-Fli block: 2; miR-122 sensor: -3; GSIS activator: -5; PAX8 inh HTS: -22; DENV2 CPE rescue: -8; F508del corr: 1.7

What do the screens show for `CCc1nn(C(CC)C(=O)NCC(C)c2ccccc2)c(=O)c2cc3occc3n12` (centres undefined)?
FN deposit inh: 0; miR-122 sensor: -7; GSIS activator: -10; PAX8 inh HTS: 12; DENV2 CPE rescue: -1; F508del corr: -1.0

How did COc1ccc(OC)c(C(=O)COC(=O)c2cccnc2Cl)c1 do in these assays?
FN deposit inh: -6; EWS-Fli block: -30; miR-122 sensor: 0; GSIS activator: -2; PAX8 inh HTS: -3; DENV2 CPE rescue: 4; F508del corr: 1.1

How did CNC(=S)N1CCC(n2cnc3ccccc32)CC1 do in these assays?
FN deposit inh: -6; EWS-Fli block: 9; GSIS activator: 8; PAX8 inh HTS: 7; DENV2 CPE rescue: -7; F508del corr: 0.0

Results for C[C@H]1CN([C@@H](C)CO)C(=O)c2cc(C#CC3CCCCC3)cnc2O[C@H]1CN(C)C(=O)Cc1ccccn1 ?
FN deposit inh: 2; EWS-Fli block: 1; miR-122 sensor: -11[16.7 µM]; GSIS activator: -7; PAX8 inh HTS: 8; DENV2 CPE rescue: 3; F508del corr: 0.8

What do the screens show for `CCCCn1nnnc1C(c1ccccc1)N1CCN(c2ccc(F)cc2)CC1` (centres undefined)?
FN deposit inh: -5; EWS-Fli block: -2; GSIS activator: -24; PAX8 inh HTS: 21; DENV2 CPE rescue: -4; F508del corr: 2.4

Results for COc1ccc(C(=S)N2CCCC2)cc1Br ?
FN deposit inh: 3; EWS-Fli block: 6; miR-122 sensor: -3; GSIS activator: 40; PAX8 inh HTS: 36; DENV2 CPE rescue: 0; F508del corr: -0.1

What do the screens show for `COC(=O)[C@@]1(Cc2ccccc2)[C@H]2C(=O)N(Cc3ccccc3)C(=O)[C@H]2[C@H]2CN=C(SCc3ccc(C#N)cc3)N21`?
FN deposit inh: -6; EWS-Fli block: -2; miR-122 sensor: -5; GSIS activator: -19; PAX8 inh HTS: 34; DENV2 CPE rescue: -8; F508del corr: 2.5

How did O=C(O)Cc1ccc(NS(=O)(=O)c2ccccc2Br)cc1 do in these assays?
FN deposit inh: 9; EWS-Fli block: 3; miR-122 sensor: -2; GSIS activator: 25; PAX8 inh HTS: -8; DENV2 CPE rescue: -4; F508del corr: 2.3

What do the screens show for `CC1(C(=O)NS(=O)(=O)c2ccc(Cl)cc2)CCN1C(=O)C1(c2ccc(Cl)cc2)CC1` (centres undefined)?
FN deposit inh: -3; EWS-Fli block: 4; miR-122 sensor: 1; GSIS activator: 16; PAX8 inh HTS: -10; DENV2 CPE rescue: 6; F508del corr: -1.7

How did Cc1ccc(S(=O)(=O)N(C)C)cc1NC(=O)COC(=O)CCC1CCCC1 do in these assays?
FN deposit inh: 1; EWS-Fli block: 0; GSIS activator: -1; PAX8 inh HTS: -21; DENV2 CPE rescue: 5; F508del corr: 2.6

How did CCOc1cccc(CN2CCCC(C(=O)Nc3cccc(-n4cccn4)c3)C2)c1 (centres undefined) do in these assays?
FN deposit inh: 0; EWS-Fli block: 10; miR-122 sensor: 5; GSIS activator: -14; DENV2 CPE rescue: 1; F508del corr: -0.4

What do the screens show for `O=C(Nc1ccc(S(=O)(=O)O)cc1)c1ccc2c(c1)S(=O)(=O)c1ccccc1C2=O`?
FN deposit inh: 8; EWS-Fli block: 10; GSIS activator: -2; PAX8 inh HTS: -4; DENV2 CPE rescue: -7; F508del corr: 2.0

Three compounds from above, sorted by length of the SMILES, low to high.
Results for COc1ccc(C(=S)N2CCCC2)cc1Br ?
FN deposit inh: 3; EWS-Fli block: 6; miR-122 sensor: -3; GSIS activator: 40; PAX8 inh HTS: 36; DENV2 CPE rescue: 0; F508del corr: -0.1

How did COc1ccc(OC)c(C(=O)COC(=O)c2cccnc2Cl)c1 do in these assays?
FN deposit inh: -6; EWS-Fli block: -30; miR-122 sensor: 0; GSIS activator: -2; PAX8 inh HTS: -3; DENV2 CPE rescue: 4; F508del corr: 1.1

What do the screens show for `COC(=O)[C@@]1(Cc2ccccc2)[C@H]2C(=O)N(Cc3ccccc3)C(=O)[C@H]2[C@H]2CN=C(SCc3ccc(C#N)cc3)N21`?
FN deposit inh: -6; EWS-Fli block: -2; miR-122 sensor: -5; GSIS activator: -19; PAX8 inh HTS: 34; DENV2 CPE rescue: -8; F508del corr: 2.5

Next entries follow:
How did CC(C)c1ccccc1N1CC(C(=O)O)CC1=O (centres undefined) do in these assays?
miR-122 sensor: -4; GSIS activator: 9; PAX8 inh HTS: 7

Results for O=C(CCNC(=O)C1CCN(S(=O)(=O)c2ccccc2)CC1)NCc1ccccn1 ?
FN deposit inh: -5; miR-122 sensor: -4; GSIS activator: -4; PAX8 inh HTS: -7; DENV2 CPE rescue: -1; F508del corr: -2.1

What do the screens show for `COc1cc(OC)cc(C(=O)N2CCN(C(=O)c3cccs3)CC2)c1`?
FN deposit inh: 2; EWS-Fli block: 4; GSIS activator: -5; PAX8 inh HTS: 3; DENV2 CPE rescue: -1; F508del corr: 1.1

What do the screens show for `C=CCNC(=S)N/N=C/c1cn(C)c2ccccc12`?
FN deposit inh: -2; EWS-Fli block: 12; miR-122 sensor: 7; PAX8 inh HTS: 3; DENV2 CPE rescue: 5; F508del corr: -3.6

How did O=C(COC(=O)C1(c2cccc(F)c2)CCCC1)NCc1cccs1 do in these assays?
FN deposit inh: -2; EWS-Fli block: 13; GSIS activator: -37; PAX8 inh HTS: -7; DENV2 CPE rescue: -3; F508del corr: -1.7

What do the screens show for `COc1cc(CN2CC3(CN(C(=O)Nc4c(C)noc4C)C3)c3c([nH]c4cc(OC)ccc34)[C@@H]2CO)cc(OC)c1`?
FN deposit inh: -12; EWS-Fli block: 18; GSIS activator: 7; DENV2 CPE rescue: -11; F508del corr: -0.8

Results for NC(=O)CC(NC(=O)Cc1ccc(Br)cc1)c1ccc(N2CCN(c3ccccn3)CC2)c([N+](=O)[O-])c1 (centres undefined) ?
FN deposit inh: 20; EWS-Fli block: 9; PAX8 inh HTS: 23; DENV2 CPE rescue: -13; F508del corr: 2.7

Results for CCN(C(=O)COC(=O)C1CCN(S(=O)(=O)c2c(Cl)cccc2Cl)CC1)C1CCCCC1 ?
FN deposit inh: 0; GSIS activator: -43; PAX8 inh HTS: -8; DENV2 CPE rescue: -5; F508del corr: -1.4

Results for CC(=O)N1CCc2ccc(S(=O)(=O)N3CCN(C)CC3)cc21 ?
FN deposit inh: 0; GSIS activator: 13; PAX8 inh HTS: 1

Results for CC(=O)NC(CC(=O)NCc1ccncc1)c1ccccc1 (centres undefined) ?
FN deposit inh: 3; EWS-Fli block: 10; GSIS activator: 3; PAX8 inh HTS: 3; DENV2 CPE rescue: 9; F508del corr: 0.1

What do the screens show for `COc1ccc(OC2CCN(C(=O)Nc3ccc(C)cc3)CC2)cc1`?
FN deposit inh: -2; EWS-Fli block: -26; miR-122 sensor: 6; GSIS activator: 2; PAX8 inh HTS: -9; DENV2 CPE rescue: 2; F508del corr: -0.9

What do the screens show for `CCOC(=O)CSc1ccc(S(=O)(=O)N2CCCC2)cc1[N+](=O)[O-]`?
FN deposit inh: 9; EWS-Fli block: -9; GSIS activator: 14; PAX8 inh HTS: -27; DENV2 CPE rescue: 0; F508del corr: 0.3

What do the screens show for `Cc1ccc(S(=O)(=O)CCC(=O)OCC(=O)NCC(=O)Nc2cccc(C)c2C)cc1`?
FN deposit inh: -12; EWS-Fli block: -2; miR-122 sensor: 3; DENV2 CPE rescue: 2; F508del corr: -0.1

Results for O=C(Nc1ccc2c(c1)OCO2)C1CC(=O)N(c2cccc(Cl)c2)C1 (centres undefined) ?
FN deposit inh: 8; EWS-Fli block: -33; GSIS activator: 5; PAX8 inh HTS: -18; DENV2 CPE rescue: -1; F508del corr: 1.3

Results for Fc1ccc(-c2nc3cnccn3c2NC2CCCC2)cc1 ?
FN deposit inh: -11; EWS-Fli block: 6; miR-122 sensor: 2; GSIS activator: 0; PAX8 inh HTS: -3; DENV2 CPE rescue: -5; F508del corr: 0.0

How did Cc1cc(Nc2cc(F)ccc2C)n2nc(C)nc2n1 do in these assays?
FN deposit inh: -3; EWS-Fli block: -4; miR-122 sensor: 0; GSIS activator: -3; PAX8 inh HTS: -11; DENV2 CPE rescue: -2; F508del corr: 1.8

What do the screens show for `O=c1oc(CCO)cc2ccccc12`?
FN deposit inh: -4; EWS-Fli block: 11; miR-122 sensor: 0; GSIS activator: 0; PAX8 inh HTS: -4; DENV2 CPE rescue: 6; F508del corr: -0.6

How did CCCc1cn(CC[C@H]2CC[C@@H](NS(=O)(=O)c3ccc(-c4ccccc4)cc3)[C@H](CO)O2)nn1 do in these assays?
EWS-Fli block: 16; GSIS activator: -16; PAX8 inh HTS: 6; DENV2 CPE rescue: 3; F508del corr: -0.8

How did O=C(Cn1ncc2c1-c1ccccc1OC2)N1CCc2ccccc21 do in these assays?
FN deposit inh: 2; EWS-Fli block: -4; GSIS activator: -12; PAX8 inh HTS: 21; DENV2 CPE rescue: -4; F508del corr: 0.6

Results for C[C@H](CO)N1C[C@H](C)[C@H](CN(C)C(=O)c2ccc3c(c2)OCO3)Oc2ncc(/C=C/c3ccccc3)cc2C1=O ?
EWS-Fli block: 0; miR-122 sensor: 7[16.7 µM]; GSIS activator: -23; PAX8 inh HTS: 5; DENV2 CPE rescue: -2; F508del corr: -0.4

What do the screens show for `N#C[C@@H]1[C@H](c2ccccc2-c2ccccc2F)[C@H](CO)N1C(=O)c1cccc(F)c1`?
FN deposit inh: -2; EWS-Fli block: 0; GSIS activator: -5; PAX8 inh HTS: 6; DENV2 CPE rescue: -5; F508del corr: 0.9

How did O=C(Cc1c[nH]c2ccccc12)NNC(=O)c1ccccc1 do in these assays?
FN deposit inh: -6; EWS-Fli block: 11; PAX8 inh HTS: 46; DENV2 CPE rescue: -10; F508del corr: 1.2

Results for OC(Cc1ccccc1Br)c1ncc(-c2ccc(Cl)cc2)[nH]1 (centres undefined) ?
FN deposit inh: 1; EWS-Fli block: -32; miR-122 sensor: 6; GSIS activator: -18; PAX8 inh HTS: -3; DENV2 CPE rescue: -5; F508del corr: 1.4

Results for COc1ccc(C(=O)NC2CCCc3ccccc32)cc1 (centres undefined) ?
FN deposit inh: -2; EWS-Fli block: -15; miR-122 sensor: 2; GSIS activator: 4; PAX8 inh HTS: -23; DENV2 CPE rescue: 0; F508del corr: -1.1

What do the screens show for `COc1ccc(NC(=O)Nc2ccc3c(c2)C(=O)N([C@H](C)CO)C[C@@H](C)[C@H](CN(C)S(=O)(=O)c2ccc(C)cc2)OCCCC[C@H](C)O3)cc1`?
EWS-Fli block: 6; miR-122 sensor: -4[16.7 µM]; GSIS activator: 8; PAX8 inh HTS: 34; DENV2 CPE rescue: 0; F508del corr: -2.0

What do the screens show for `O=C(Nc1ccc(S(=O)(=O)Nc2nccs2)cc1)C1=NN(c2ccccc2)C(=O)CC1`?
FN deposit inh: 5; EWS-Fli block: -9; miR-122 sensor: 1; GSIS activator: 2; PAX8 inh HTS: 22; F508del corr: -1.4

Results for CCN1C(=O)N(c2ccc(C(C)=O)cc2)S(=O)(=O)c2ccccc21 ?
FN deposit inh: -1; EWS-Fli block: -15; miR-122 sensor: 5; GSIS activator: 5; PAX8 inh HTS: 2; DENV2 CPE rescue: 17; F508del corr: -3.3

What do the screens show for `CCc1ccc(S(=O)(=O)NCc2cn3c(C)csc3n2)s1`?
FN deposit inh: 2; EWS-Fli block: 4; miR-122 sensor: -1; PAX8 inh HTS: -1; DENV2 CPE rescue: 17; F508del corr: 5.0

High-throughput results: PubChem BioAssay, Broad Institute
